IEC-6 tox: IEC-6 cytotoxicity, counter-screen for KLF5 inhibitors | luminescence viability | inhibition, % at 5 µM | 290,000 compounds, 0.78% hits | AID 1825; in the data active = inhibition above about 22%;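 also: 0% = plate median of test compound wells and 100% = cytotoxic reference compound wells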
TRPC4 inh: TRPC4 (mouse) channel inhibition; HEK293 TRPC4beta/mu-opioid, DAMGO-evoked Fluo4 calcium flux; active compounds read low; 300,000 compounds, 0.39% hits; B-score at 10 µM; Q9QUQ5;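 active = B-score over 3 SD under the library average, no early fluorescence shift, positive overall ratio signal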
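material = TRPC4beta/mu-opioid receptor HEK293 cell line | probe or stimulus = sequential submaximal and maximal DAMGO stimulation | compound dosing = one concentration per compound | measured by = Fluo4 Ca2+ flux fluorescence | evaluation = integrated fluorescence ratio relative to baseline, converted to per-well B score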
SKKanGAS inh: blocks kanamycin growth of S. pyogenes SKKanGAS strain; BacTiter-Glo, 6 h; inhibition, % at 7.5 µM; AID 1662; 300,000 compounds, 1.3% hits;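 active = mean replicate score, as percent of positive control median, at least 50; inconclusive = mean below 50 but one replicate at or above 50; inactive = mean and every replicate below 50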;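 also: strain carries kanamycin resistance gene driven by streptokinase promoter and grows in 40 µg/ml kanamycin; loss of luminescence reflects streptokinase promoter inhibition or plain growth inhibition; 0% = median of DMSO wells and 100% = positive control at its reference dose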
HIF activator: HIF pathway transcriptional activation; U2OS HRE-luciferase reporter, luminescence; normalized: DMSO 0%, desferrioxamine 100%; activation, % at 7.5 µM (by protocol); 300,000 compounds, 0.32% hits; AID 1910;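 active = mean activation of at least 10% of the iron chelator positive control signal, with at least half of replicates also reaching 10%; inconclusive = mean and replicate majority disagree about reaching 10%; inactive = mean and most replicates under 10%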
TRPC6 inh: blocks the mouse TRPC6 cation channel | B-score at 10 µM | Q61143 | 310,000 compounds, 1.1% hits | AID 2553 | HEK293-TRPC6, membrane potential dye, ACh-evoked depolarization; active compounds read low;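 active = B-score under library mean minus 3 SD, initial fluorescence not abnormally high, positive integrated signal ratio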;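 also: B-score derived from integrated fluorescence ratio over the kinetic read; more negative B-score means stronger inhibition of depolarization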
aSyn UTR inh: 5' untranslated region of α-synuclein, MLPCN primary screen. alpha-synuclein 5'UTR reporter, inhibitor activity. inhibition, % (tested at 7.5 µM). 300,000 compounds, 0.82% hits; in the data active = inhibition above about 60%; inconclusive = no clear call, values can overlap the other calls;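 also: H4 neuroglioblastoma cells stably carrying SNCA 5'UTR luciferase fusion; 0% = DMSO wells and 100% = positive control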
TRPC4 agonist: opens the mouse TRPC4 cation channel; B-score at 10 µM; HEK293 TRPC4beta/mu-opioid, Fluo4 calcium fluorescence; active compounds read high; Q9QUQ5; 310,000 compounds, 0.49% hits;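 active = B-score above 5 SD of library B-scores, and initial fluorescence ratio not above library mean plus 5 SD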;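 also: positive B-score marks a calcium rise read as TRPC4 activation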
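Assay system: HEK293 stable line with TRPC4beta plus mu-opioid receptor; schedule: 45 min room-temperature Fluo4 loading, 110 s read; technique: kinetic Fluo4 calcium fluorescence; evaluation: integrated baseline-normalised fluorescence ratio, converted to per-well B score; controls: buffer (low) and maximal DAMGO (high)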
TRPC6 act: activates the mouse TRPC6 cation channel. Q61143. HEK293-TRPC6 membrane potential dye fluorescence; active compounds read high. B-score at 10 µM. 310,000 compounds, 0.13% hits. AID 2550;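 active = B-score of the integrated fluorescence ratio above library mean plus 3 SD, and starting fluorescence ratio within library mean plus 5 SD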;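 also: higher score means more depolarization so channel activation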
TRPC4 potent: allosteric potentiators of mouse TRPC4 channel | Q9QUQ5 | HEK293 TRPC4beta/mu-opioid, DAMGO EC20, Fluo-4 Ca2+ flux; active compounds read high | B-score at 10 µM | 310,000 compounds, 0.42% hits | AID 2227;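 active = B-score of calcium response area above 5 SD of library B-scores, with initial fluorescence ratio within 5 SD of library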;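 also: B-score of integrated fluorescence ratio over time as area under calcium response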
MrgX1 antag: human MrgX1 receptor antagonism, primary screen; Q96LB2; MRGX1-HEK293 calcium flux, Fluo-4, BAM8-22 antagonism; active compounds read low; B-score at 10 µM; 310,000 compounds, 1.3% hits;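 active = calcium-response B-score plate-corrected more than 3 library SD below zero, starting fluorescence within 5 deviations, no agonist response on first addition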;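 also: peak minus trough fluorescence over baseline after final BAM8-22 challenge near maximal dose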
Target sequence (Q96LB2 whole entry, looked up): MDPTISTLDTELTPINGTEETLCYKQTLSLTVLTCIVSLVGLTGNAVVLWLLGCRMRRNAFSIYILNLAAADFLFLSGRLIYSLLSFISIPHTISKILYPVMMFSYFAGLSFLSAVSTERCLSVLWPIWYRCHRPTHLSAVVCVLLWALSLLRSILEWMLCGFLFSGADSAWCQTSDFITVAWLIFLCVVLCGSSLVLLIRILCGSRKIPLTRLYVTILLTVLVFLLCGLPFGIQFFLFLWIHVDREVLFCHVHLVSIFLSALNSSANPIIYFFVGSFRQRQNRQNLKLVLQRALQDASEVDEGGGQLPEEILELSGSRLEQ
KLF5 inh: inhibitors of KLF5 expression; DLD-1 KLF5 promoter-luciferase reporter, luminescence; inhibition, % at 5 µM; 290,000 compounds, 0.23% hits;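 active = inhibition above a per-plate limit of that plate's mean compound inhibition plus 3 SD, cut at about 60% in these data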;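 also: 0% = DMSO wells and 100% = LY294002 at 200 µM; higher means less KLF5 promoter-driven luciferase light; inactives centre near -14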
* marks the source's active call; other numbers are inactive results; i = inactive; u = inconclusive; x = not tested or not shown. Compounds as they come; 5.8% or so of the library scored in one or more.

SMILES	IEC-6 tox	TRPC4 inh	SKKanGAS inh	HIF activator	TRPC6 inh	aSyn UTR inh	TRPC4 agonist	TRPC6 act	TRPC4 potent	MrgX1 antag	KLF5 inh
COc1ccccc1/C=C/CN1CCC(Oc2cc(C(=O)NC3CC3)ccc2OC)CC1	6	i	2	-0.5	i	16	i	i	i	i	-20
N#C/C(=C/c1ccccc1[N+](=O)[O-])c1nnc2n1CCCCC2	-1	i	-8	0.1	i	-21	i	i	i	i	-20
Cc1cc(NC(=O)c2sc(Nc3ccc(F)c(Cl)c3)nc2N)no1	8	i	-3	0.5	i	-30	i	i	i	i	-18
O=S(=O)(c1ccccc1Cl)N1CCC(Cc2ccccc2)CC1	7	i	15	-0.8	i	3	i	i	20*	i	-35
O=C(/C=C/c1ccccc1Cl)c1ccc(O)cc1	1	i	0	1.2	i	-360	i	i	i	i	-46
CC1CCN(C(=O)c2ccc(CNc3c(N4CCCC4)c(=O)c3=O)cc2)CC1	-2	i	-8	-0.1	i	-1	i	i	i	i	-16
COCCCNc1nc2c(-c3ccc(Cl)cc3)nnn2c2ccccc12	3	i	-4	0.5	i	-19	i	i	i	i	7
CCOc1ccc(CNC(=O)C2CCN(S(=O)(=O)c3ccc4c(c3)CCCC(=O)N4)CC2)cc1	-4	i	-2	-0.3	i	24	i	i	i	i	-16
COc1ccc(NS(=O)(=O)c2ccc(C)c(C(=O)N3CCCCCCC3)c2)cc1	x	i	-12	-0.1	i	-10	i	i	i	i	x
COC(=O)/C=C1/N/C(=N\c2nc(C)cc(C)n2)N(c2ccc(C)c(C)c2)C1=O	0	i	-9	-0.5	i	-21	i	i	i	i	-28
Cc1ccc(C)c(NC(=O)C2CCCN2S(=O)(=O)c2ccc3c(c2)n(C)c(=O)c(=O)n3C)c1 (stereo not drawn)	-7	i	-8	0.1	i	14	i	i	i	i	-26
O=C(CCN1CCc2ccccc2C1)Nc1cccc(F)c1	6	i	-1	0.2	i	-9	i	i	i	i	-3
COc1cccc(Nc2nc(N)nc(CCl)n2)c1	3	i	-3	0.6	i	-23	i	i	i	i	20
CCOc1ccccc1-n1c(C)cc(C=O)c1C	1	i	-9	0.4	i	8	i	i	i	i	-41
NS(=O)(=O)c1ccc(CCNC(=O)c2ccc3ccccc3n2)cc1	4	i	-5	2.2	i	-83	i	i	i	i	-19
NC1=NC(=Nc2ccccc2)c2ccccc21	-4	i	4	0.4	i	-12	i	i	i	i	-25
c1ccc(-c2ccc(-c3nc(-c4ccncc4)no3)cc2)cc1	1	i	4	1.8	i	-13	i	i	i	i	-80
C=C(C)C(=O)OCC(O)COc1ccc(C(C)(C)c2ccc(OCC(O)COC(=O)C(=C)C)cc2)cc1 (stereo not drawn)	x	i	6	-0.8	i	15	i	i	i	i	x
CCN(c1ccc2c(c1)OCO2)S(=O)(=O)c1cc(Br)cc2c1N(C(=O)C1CC1)CC2	9	i	2	-0.4	i	13	i	i	i	i	-31
CCCCOc1ccc(CON(C(C)=O)C(C)=O)cc1Cl	-6	i	0	0.6	i	21	i	i	i	i	-7

Printed as active in TRPC4 potent, of those listed so far:
| canonical_smiles | TRPC4 inh | aSyn UTR inh | TRPC6 act | TRPC4 potent | MrgX1 antag | KLF5 inh |
| --- | --- | --- | --- | --- | --- | --- |
| O=S(=O)(c1ccccc1Cl)N1CCC(Cc2ccccc2)CC1 | i | 3 | i | 20* | i | -35 |

The list continues.
SMILES	IEC-6 tox	TRPC4 inh	SKKanGAS inh	HIF activator	TRPC6 inh	aSyn UTR inh	TRPC4 agonist	TRPC6 act	TRPC4 potent	MrgX1 antag	KLF5 inh
O=C(CC1SC(N2CCCCC2)=NC1=O)Nc1cccc(C(=O)Nc2ncccc2O)c1 (stereo not drawn)	x	i	-5	1.0	i	-22	i	i	i	i	x
Cc1ccc(S(=O)(=O)N(CC(=O)N2CCCCCC2)c2ccccc2F)cc1	-8	i	-4	-0.1	i	-2	i	i	i	i	-18
O=C(CSCCO)Nc1ccc(C2CCCCC2)cc1	2	i	-3	-0.4	i	-127	i	i	i	i	-19
Cc1cc(NC(=O)COC(=O)C2CCC(=O)N2)c([N+](=O)[O-])cc1C (stereo not drawn)	0	i	-3	-0.2	i	9	i	i	i	i	-43
CC(C)c1ccc(C(=O)Nc2nnc(S(=O)(=O)N3CCOCC3)s2)cc1	10	i	34	0.0	i	-14	i	i	i	i	-6
COC(=O)c1cccc(NC(=O)CC2NCCNC2=O)c1 (stereo not drawn)	-1	i	4	-0.8	i	-3	i	i	i	i	-32
Cc1cccc2nc(-c3cccc(NC(=O)c4ccc(Cl)cc4)c3)cn12	-1	i	5	0.8	i	-11	i	i	i	i	-3
O=C1C(NS(=O)(=O)c2ccc(Br)cc2)=C(N2CCCCC2)C(=O)c2ccccc21	1	i	16	-0.1	-6.3*	26	i	i	i	i	-36
O=C(Nc1ccccc1F)N(CCCN1CCOCC1)Cc1cc2cc3c(cc2[nH]c1=O)OCCO3	10	i	5	0.7	i	-16	i	i	i	i	-10
O=C(COC(=O)c1cc([N+](=O)[O-])ccc1N1CCOCC1)Nc1cc(F)ccc1F	x	i	4	-0.1	i	2	i	i	i	i	x
Cc1nn(-c2ccc(C(=O)O)cc2)c(C)c1Oc1ccccc1O	-1	i	1	0.0	i	-9	i	i	i	i	-33
CCn1nc(C)c(CN2CCC(n3nccc3NC(=O)c3ccccc3OC)CC2)c1C	-6	i	-2	-0.5	i	5	i	i	i	i	-15
NC(=O)CSc1nnc(NC(=O)c2ccc(S(=O)(=O)N3CCOCC3)cc2)s1	0	i	25	0.6	i	-3	i	i	i	i	-20
CCOC(=O)c1cccc(NC(=O)Nc2ccc3c(c2)C(=O)OC3)c1	-4	i	0	-0.1	i	1	i	i	i	i	-2
COc1ccc(C(=O)/C=C/c2ccc(N3CCCCC3)c([N+](=O)[O-])c2)cc1	-2	i	-4	2.8	i	-58	i	i	i	i	3
CCCCNC(=O)c1c(CSc2ccc(Cl)cc2)noc1C(=O)NCc1ccccc1	x	i	29	-1.3	i	9	i	i	i	i	x
COc1ccc(NC(=O)C2CSC(C)(C)N2C=O)cc1 (stereo not drawn)	0	i	-8	-0.3	i	-11	i	i	i	i	-3
O=[N+]([O-])c1cccc(OCC(O)CN2CCN(S(=O)(=O)c3cc(Cl)ccc3Cl)CC2)c1 (stereo not drawn)	1	i	5	1.3	i	17	i	i	i	i	-15
CCOCCCNc1nc2c(C)cccn2c(=O)c1/C=C1\SC(=S)N(C(C)CC)C1=O (stereo not drawn)	1	i	27	-0.6	i	-16	i	i	i	-15*	-9
CCN(CC)C(=O)CSc1nc(N)c2c3c(sc2n1)CC(C)CC3 (stereo not drawn)	12	i	16	7.8	i	-85	i	i	i	i	-41

Entries of single compounds from above. Screens in order: IEC-6 tox	TRPC4 inh	SKKanGAS inh	HIF activator	TRPC6 inh	aSyn UTR inh	TRPC4 agonist	TRPC6 act	TRPC4 potent	MrgX1 antag	KLF5 inh
Entry for CCN(CC)C(=O)CSc1nc(N)c2c3c(sc2n1)CC(C)CC3 (stereo not drawn) : 12	i	16	7.8	i	-85	i	i	i	i	-41
Entry for Cc1ccc(S(=O)(=O)N(CC(=O)N2CCCCCC2)c2ccccc2F)cc1 : -8	i	-4	-0.1	i	-2	i	i	i	i	-18
Entry for NC(=O)CSc1nnc(NC(=O)c2ccc(S(=O)(=O)N3CCOCC3)cc2)s1 : 0	i	25	0.6	i	-3	i	i	i	i	-20
Entry for Cc1cccc2nc(-c3cccc(NC(=O)c4ccc(Cl)cc4)c3)cn12 : -1	i	5	0.8	i	-11	i	i	i	i	-3
Entry for O=[N+]([O-])c1cccc(OCC(O)CN2CCN(S(=O)(=O)c3cc(Cl)ccc3Cl)CC2)c1 (stereo not drawn) : 1	i	5	1.3	i	17	i	i	i	i	-15

Further entries follow:
SMILES	IEC-6 tox	TRPC4 inh	SKKanGAS inh	HIF activator	TRPC6 inh	aSyn UTR inh	TRPC4 agonist	TRPC6 act	TRPC4 potent	MrgX1 antag	KLF5 inh
N#Cc1ccccc1COC(=O)c1cccnc1N	-4	i	-1	0.2	i	4	i	i	i	i	-5
CCN(CC)C(=O)c1ccc(S(=O)(=O)NCc2cccnc2)cc1	4	i	-2	-0.2	i	23	i	i	i	i	-8
CSc1sc(C(=O)O)c2c1C(=O)CC(C)(C)C2	x	i	2	-0.6	i	-11	i	i	i	i	x
CC(C)N1CCN(Cc2ccc(C#CCCO)cc2)CC1CCO (stereo not drawn)	2	i	0	-0.2	i	-16	i	i	i	i	-18
CCOC(=O)c1ccc(S(=O)(=O)NCCN(CC)CC)cc1	3	i	-4	-0.6	i	u	i	i	i	i	0
COc1ccc(CN(C(=O)CN2C(=O)C(C)Oc3ccccc32)C2CCCC2)c(OC)c1 (stereo not drawn)	1	i	0	-0.4	i	0	i	i	i	i	11
C=CCOC(=O)C1=C(C)OC(N)=C(C#N)C1c1ccccc1F (stereo not drawn)	4	i	-2	0.0	i	-5	i	i	i	i	-9
Cc1ccc(N(CC(=O)Nc2ccc(F)c(Cl)c2)S(=O)(=O)c2c(C)noc2C)cc1	-1	i	23	-20	i	19	i	i	i	i	-44

High-throughput results: PubChem, several laboratories
